Screening results deposited in PubChem by National Center for Advancing Translational Sciences (NCATS).
p53ts 32C tox = kills p53ts cells at the permissive temperature. H1299-p53A138V at 32C, ATP luminescence viability, 24 h. Potency, µM (highest dose often 46.1 µM), for the others: at the highest dose activity change, negative = cytotoxicity, hits mostly cytotoxic. 0.93% of 130,000 active;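 note: 0% = DMSO and -100% = full killing by reference compound; nearly all actives have a fitted effect of over 55% in size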
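Cells: H1299 p53ts (A138V), 600/well, pre-incubated 16–30 h at 37C. Cpd up to 46 uM, 24 h, 32C. Readout: ATPlite luminescence, 20 min RT. Normalization: DMSO vs tamoxifen 100 uM. AC50 by Hill equation.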
IkB signaling = suppresses IkB signaling in ABC-DLBCL reporter cells; ABC-DLBCL IkBa-CBG/CBR dual luciferase ratio, 4 h; response scale: scaled: untreated 0%, proteasome inhibitor 100%; Potency, µM (titrated, usually from 57.1 µM), for inactives: top-dose IkBa stabilization activation; 0.04% of 110,000 active; AID 445; active = well fitted curve in the direction sought with a large enough effect in the signal ratio, not every such curve was filed as active; inconclusive = small, poorly fitted or top-dose-only effect, or a change in a side signal; the % refers to the signal ratio;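 note: the direction sought is a rising ratio; 0% = basal untreated cells and 100% = reference inhibitor full response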
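Luminescence ratio of IκBα-fused green versus native red beetle luciferase in OCI-Ly3 cells, 4 h post-doxycycline with compound; red signal alone, scaled from basal (0%) to zero light (-100%), flagged nonspecific or cytotoxic effects.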
Peg3 imprint = induces erasure of genomic imprints in mouse ES cells | mouse ES Peg3-LacZ reporter, beta-gal luminescence, 40 h | Potency, µM (highest dose often 60.7 µM), without a hit: at the top dose activity change, positive = activation, actives largely listed as activators | 0.02% of 110,000 active;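 note: 0% = negative control wells on the plate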
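Imprint erasure is scored as LacZ activity from the silenced maternal Peg3 allele in feeder-free female ES cells cultured 40 h with LIF. Luminescence is normalized to in-plate negative controls and fitted to the Hill equation.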
p53ts 39C kill = p53ts cell cytotoxicity, nonpermissive temperature; Potency, µM (doses to about 46.1 µM), for inactives: top-dose activity change, negative = cell killing, hits mostly cytotoxic; 1.5% of 130,000 active; H1299-p53A138V viability at 39C, ATP luminescence, 24 h; AID 902; note: nearly all actives have a fitted effect of over 55% in size
* = called active by the depositor; u = inconclusive; x = not tested or not shown; [ ] = remark or other dose. Unless noted, calls come from the whole dose curve; as a rule, active = well fitted curve in the direction sought with a large enough effect; inconclusive = small, poorly fitted or top-dose-only effect, or another doubt; inactive = no such curve, though single readings can be large; an effect the other way counts as inactive or inconclusive. Unless noted, % is set by controls: 0 for no effect and ±100 for the full control effect; potency is the fitted concentration of half-maximal effect.

SMILES | p53ts 32C tox | IkB signaling | Peg3 imprint | p53ts 39C kill
CC(=O)N1c2ccc(S(=O)(=O)N3CCN(c4cccc(Cl)c4)CC3)cc2CC1C (stereo not drawn) | -1.2% | u | -18.9%[10.9 µM] | 11.5%
COCCN1C(=O)c2oc3cc(C)cc(C)c3c(=O)c2C1c1cccc(O)c1 (stereo not drawn) | 3.1% | -0.5% | -6.6%[10.9 µM] | -1.1%
O=C1CC(N2CCCCC2)C(=O)N1c1ccccc1 (stereo not drawn) | 3.0% | x | x | -7.1%
COc1cccc2c1cc1c(=O)n(CC(=O)N3CCC(C)CC3)nc(C)n12 | 4.9% | u | 6.8%[10.9 µM] | 4.7%
NC[C@@H](O)CSCc1ccc(Cl)cc1 | 1.8%[9.22 µM] | 0.2%[11.4 µM] | -13.9%[10.9 µM] | -5.8%[9.22 µM]
CCOCC(=O)Nc1nc2ccc(OCC)cc2s1 | -29.8% | 3.4% | -81.6%[inhibitor] | -22.7%
Cc1cc(=O)oc2cc(OCC(=O)N3CCOCC3)ccc12 | -3.7% | x | x | 15.8%
Cc1cc(Cl)ccc1NS(=O)(=O)c1ccc2c(c1)CCN2S(C)(=O)=O | -3.8% | u | 6.4%[10.9 µM] | -22.0%
CCOC(=O)N1CCN(c2cc(=O)n(Cc3ccc(F)cc3)c(=O)[nH]2)CC1 | -5.6% | 0.4% | -4.0% | -9.3%
Cn1c(NC(=O)C(C)(C)Oc2ccc(Cl)cc2)cc(=O)n(C)c1=O | 14.7% | 4.3% | -3.8% | 2.0%
CCN1CCN(c2ccc(NC(=O)c3cccc4ncccc34)cc2)CC1 | -2.2% | 0.6% | -7.4% | -10.8%
c1ccc(CCn2c(SCc3ccccc3)nnc2-c2ccncc2)cc1 | -0.8% | x | x | 22.8%
COc1ccc2[nH]c(=O)c(CN(C(=O)NC3CCCCC3)C3CCCC3)cc2c1 | 2.6% | 2.0% | 0.4% | 17.1%
COCCCn1c(=N)c(C(=O)NCC2CCCO2)cc2c(=O)n3cc(C)ccc3nc21 (stereo not drawn) | -0.4% | 3.9% | -11.1%[10.9 µM] | -11.1%
COC(=O)NC(c1ccccc1)C(C#N)C(=O)OC (stereo not drawn) | 6.4%[9.22 µM] | x | x | 10.5%[9.22 µM]
Clc1ccccc1-c1nnc2sc(-c3ccccn3)nn12 | 7.8% | -3.7% | -12.6% | 11.9%
CSC(=Nc1ccccc1)C1=C(O)COC1=O | -3.2% | x | x | 15.2%
COC(=O)c1ccc(C(=O)OC)c(NC(=O)N2CC3CCCN3c3ccccc32)c1 (stereo not drawn) | 10.3% | 1.0% | -9.7%[10.9 µM] | -9.7%
COc1ccc(C(=O)N2c3ccc(C)cc3C(C)(c3ccccc3)CC2(C)C)cc1 (stereo not drawn) | 20.5% | 7.6% | -16.8%[10.9 µM] | -13.8%
Cc1cccc(N2CCN(Cc3c(C)n(C)n(-c4ccccc4)c3=O)CC2)c1C | 1.9% | 0.0% | -17.9% | -10.9%
O=C(CSCc1ccc(F)cc1)N1CCN(c2ccccc2F)CC1 | -6.9% | -2.0% | 7.4%[10.9 µM] | u
Cc1nn(Cc2ccc(Cl)c(Cl)c2)c(C)c1NC(=O)c1cc(-c2ccc3c(c2)OCO3)on1 | 20µM* | u | -42.5%[inhibitor] | u
CC(=O)Nn1cc2c(c1-c1ccccc1)c(=O)n(C)c(=O)n2C | 1.7% | 1.7% | -0.7% | 0.5%
Cc1ccc(NC(=O)CC2Oc3ccc(C)cc3NC2=O)c(C)c1 (stereo not drawn) | 11.6% | -0.2% | -4.4%[10.9 µM] | 12.8%
CCc1nn(CC(=O)NCCN(CC(C)C)CC(C)C)c(=O)c2cc3sc(C)cc3n12 | 4.4% | -0.6% | -9.3%[10.9 µM] | -10.8%

As entered above:
IkB signaling with `CCOC(=O)N1CCN(c2cc(=O)n(Cc3ccc(F)cc3)c(=O)[nH]2)CC1` = 0.4%
p53ts 39C kill with `c1ccc(CCn2c(SCc3ccccc3)nnc2-c2ccncc2)cc1` = 22.8%
Peg3 imprint with `Cc1cc(Cl)ccc1NS(=O)(=O)c1ccc2c(c1)CCN2S(C)(=O)=O` = 6.4%[10.9 µM]
p53ts 32C tox with `COC(=O)NC(c1ccccc1)C(C#N)C(=O)OC` (stereo not drawn) = 6.4%[9.22 µM]
p53ts 39C kill with `Clc1ccccc1-c1nnc2sc(-c3ccccn3)nn12` = 11.9%

Further compounds
SMILES | p53ts 32C tox | IkB signaling | Peg3 imprint | p53ts 39C kill
Cc1ccc2nc(C3CCN(C(=O)c4ccco4)CC3)[nH]c2c1 | -10.5% | 4.2% | x | -5.5%
CCN(CC)C(=O)c1sc2c(c1C)c(=O)n(-c1ccc(OC)cc1OC)c(=O)n2CC(=O)c1ccc(Cl)cc1 | 20.8% | -1.4% | 19.2%[10.9 µM] | 16.3%
COc1ccc(CN2CC(C(=O)NCCCOC(C)C)CC2=O)cc1 (stereo not drawn) | 1.3% | -0.4% | 3.5% | 4.1%
CC(=O)Nc1cnn(Cc2ccc(Br)cc2)c1 | -2.9% | 0.6% | -1.4% | 11.5%
CCOC(=O)N1CCC(N2C(=O)c3ccc(C(=O)NCc4ccco4)cc3C2=O)CC1 | -0.6% | 3.5% | 0.7% | -4.2%
CCN(Cc1ccccc1)C(=O)CN1C(=O)CSc2ccc(S(=O)(=O)N(CC)CC)cc21 | 2.8% | u | -12.7%[10.9 µM] | -14.3%
CCOC(=O)CSc1nc2c(c(=O)[nH]c(=O)n2C)n1C/C=C(/C)Cl | 2.0% | 1.7% | -5.8% | 7.9%
CCCCn1nnc(NC(=O)c2ccco2)n1 | -2.3% | 2.4% | -21.6% | 8.7%
CCNc1nc(NCC)nc(OCCOC(=O)c2ccccc2)n1 | -12.8% | -0.3% | 10.3% | -1.6%
COCCCNC(=O)CC(NS(=O)(=O)c1ccc(OC)cc1)c1ccc(OC)cc1 (stereo not drawn) | 1.2% | -0.9% | -8.0% | -16.6%
Cc1ccc(S(=O)(=O)c2c(O)cc(C)c(NS(=O)(=O)c3ccc(Br)cc3)c2C)cc1 | 20.7% | u | 8.1%[10.9 µM] | u
CCCN(CCC)CCNc1c(N2CCN(C(=O)OCC)CC2)c(=O)c1=O | -7.1% | -0.9% | -6.6% | -16.9%
COc1ccc(NC(=O)CN(c2cccc(C)c2C)S(=O)(=O)c2ccccc2)cc1OC | 2.9% | u | -9.2%[10.9 µM] | -5.2%
COc1cc(OC)cc(C(=O)NC2CC3CCC(C2)N3Cc2ccco2)c1 (stereo not drawn) | -1.0% | 1.2% | -12.3% | -3.0%
O=C(NCc1ccco1)c1ccc(OCC2CCCO2)cc1 (stereo not drawn) | -6.6% | 0.0% | -20.4% | -9.3%
O=C(Nc1ccc2oc(-c3cccnc3)nc2c1)c1cccnc1 | -0.8% | 0.1% | -3.0% | -8.4%
COc1ccc(Oc2ncc3nc(-c4cccs4)c(=O)n(CCC#N)c3n2)cc1 | 10.9% | -1.4%[11.4 µM] | -9.0% | 2.6%
COc1cc(/C=C(\C#N)c2nc3ccccc3n2C)cc(OC)c1OC | -5.9% | u | -7.6%[10.9 µM] | u
CCn1c(SCc2nc3ccccc3s2)nc2cc(S(=O)(=O)N3CCOCC3)ccc21 | 5.9% | u | -11.4% | -3.5%
CN(C)c1ccc(/C=C(\C#N)c2nc3ccccc3c(=O)[nH]2)cc1 | 0.316µM* | u | -5.7%[10.9 µM] | 0.316µM*
CCCN(C(=O)c1cc(S(=O)(=O)N2CCc3ccccc32)cn1C)c1ccc(OCC)cc1 | -3.1% | -1.1% | -13.8%[10.9 µM] | -4.0%
Fc1ccc(OCc2nn3cnnc3s2)cc1 | 7.6% | 1.2% | 12.5% | -12.3%
O=C(CC12CC3CC(CC(C3)C1)C2)N1CCOCC1 | 7.7% | -0.5% | 9.9% | 3.3%
CCc1cccc(NC(=O)CCS(=O)(=O)c2cc(Br)cc3c2N(C(C)=O)CC3)c1 | 4.6% | u | -7.8%[10.9 µM] | -12.4%
Cc1ccc2c(c1)cc(CN(CCc1ccccc1)C(=O)N1CCOCC1)c1nnnn12 | -1.4% | 1.2% | -8.5% | -2.2%

Some entries already given, reduced to p53ts 39C kill, p53ts 32C tox and Peg3 imprint.
smiles | p53ts 39C kill | p53ts 32C tox | Peg3 imprint
CCCN(C(=O)c1cc(S(=O)(=O)N2CCc3ccccc32)cn1C)c1ccc(OCC)cc1 | -4.0% | -3.1% | -13.8%[10.9 µM]
Fc1ccc(OCc2nn3cnnc3s2)cc1 | -12.3% | 7.6% | 12.5%
O=C(CC12CC3CC(CC(C3)C1)C2)N1CCOCC1 | 3.3% | 7.7% | 9.9%

Additional entries follow.
SMILES | p53ts 32C tox | IkB signaling | Peg3 imprint | p53ts 39C kill
Cc1ccc2nc(Nc3cccc(Cl)c3C)c(-n3nc(C)cc3C)nc2c1 | 8.3% | 2.7% | 1.9%[10.9 µM] | -3.9%
Cc1ccc(C)c(N2CCN(C(=O)c3ccc(CS(=O)(=O)c4ccccc4C)o3)CC2)c1 | -24.6% | u | -25.5% | u
Cc1ccc(CNC(=O)C2CCN(S(=O)(=O)N3CCCCC3)CC2)cc1 | 6.4% | 0.6% | -9.1%[10.9 µM] | -15.1%
CCc1ccc(NC(=O)Cn2cc(S(=O)(=O)c3ccc(F)cc3)c(=O)c3cc(OC)ccc32)cc1 | u | 9.5% | -4.9%[10.9 µM] | 12.6µM*
COc1ccc(-c2cc(C(=O)NCc3cccs3)no2)cc1OC | 2.5% | 3.2% | -10.2% | -6.6%
CC(C)COC(=O)Cn1nnc2sc(-c3ccccc3)cc2c1=O | -4.6% | 1.1% | 4.8%[10.9 µM] | -23.5%
O=C(CN(c1ccc(Cl)c(C(F)(F)F)c1)S(=O)(=O)c1ccccc1)N1CCc2ccccc2C1 | 25.5% | u | -7.6%[10.9 µM] | 3.8%
COc1ccc(OC)c([C@H](O)CNC(=O)CN)c1 | -0.7%[20.6 µM] | 1.6%[25.6 µM] | 1.8%[16.8 µM] | -1.6%[20.6 µM]
Cc1ccccc1C(=O)Nc1ccc(Br)cn1 | u | u | -67.8%[inhibitor] | -26.0%
Cc1cc(C)c(S(=O)(=O)Nc2ccc(-c3ccc(N4CCC(C)CC4)nn3)cc2)cc1C | -15.3% | 22.9% | -7.7%[10.9 µM] | 39.0%[activator]
O=C(N/N=C/c1cccc([N+](=O)[O-])c1O)c1cccs1 | -22.9% | x | x | u
CC(C)Oc1ccc(C(=O)N2CCN(CCc3ccccn3)CC2)cc1 | 3.6% | 0.1% | -15.9%[10.9 µM] | 21.1%
Cn1c(C(=O)NC2CCCCC2)cc2sccc21 | -20.8% | 4.5% | -15.1% | -14.6%
CCN(CC)S(=O)(=O)c1ccc2c(c1)N(CC(=O)N1CCN(c3cccc(Cl)c3)CC1)C(=O)CO2 | -15.7% | 1.0% | 20.3%[10.9 µM] | -1.5%
CC(C)(C)OC(=O)N1CCC(c2c(C(=O)N3CCN(C(=O)c4ccco4)CC3)cnn2-c2ccccc2Cl)CC1 | 7.9% | 2.8% | 3.4%[10.9 µM] | 14.7%
Cc1cccc(NC(=O)c2ccc3ccccc3n2)n1 | u | x | x | u
CCOc1ccc(-c2nc(-c3ccc(OC)c(OC)c3)no2)cc1OCC | 9.6% | -4.0% | -8.2% | 10.2%
O=C(CN(C(=O)Cn1nnc(-c2cccs2)n1)c1ccc2c(c1)OCCO2)NC1CCCCC1 | 12.4% | 2.1% | -10.6% | 4.5%
Cc1csc(SCC(=O)c2cc(C)n(Cc3cccs3)c2C)n1 | 12.6µM* | u | -33.7%[inhibitor] | 12.6µM*
Cc1c(C(=O)N2CCC(C)CC2)c(S(=O)(=O)Nc2cccc(C(F)(F)F)c2)c(C)n1C | 9.1% | u | -8.6%[10.9 µM] | -19.4%
Cc1noc(C)c1S(=O)(=O)N1CCCC(C(=O)NCCc2ccccc2)C1 (stereo not drawn) | -9.0% | 0.5% | -4.4% | 8.2%
O=C(NCC1CCN(Cc2ccccc2Cl)CC1)c1cc2ccc3cccnc3c2[nH]1 | -8.7% | 9.3% | -9.3%[10.9 µM] | u
COc1cc(C(=O)n2nc(C)cc2C)cc(OC)c1OC | -1.3% | 2.0% | -3.7% | -5.1%
COc1ccccc1NC(=O)c1c(NCc2sccc2C)sc2c1CCCCC2 | 36.5%[activator] | u | -10.1%[10.9 µM] | -2.0%
Cc1cc(C(F)F)n2ncc(C(=O)NCc3ccccc3)c2n1 | -0.1% | -1.8% | -4.3% | 4.7%
Cc1c2cnn(-c3ccccc3)c(=O)c2c(C)n1CC(=O)NCc1ccccc1Br | -2.5% | -1.4% | -7.7%[10.9 µM] | 30.7%[activator]
